Dengue-2 NS5 capping = Dengue-2 NS5 methyltransferase inhibitors, primary screen, biochemical, confirmation dose response (AID 588689) | hit rate 0.3% among 340,000 | Genome polyprotein (Dengue virus type 2 (strain 16681-PDK53)) | inhibition, % at 25 µM; hits with a dose series show IC50 in µM | Dengue-2 NS5 methyltransferase capping enzyme assay, biochemical; higher % means a stronger effect; in the data active = a potency from the dose series; inconclusive = inhibition above about 29% without an active follow-up result
UTI89 phage lysis = inhibition of K1F phage lysis, E. coli UTI89, bacterial capsule biogenesis inhibitors, alamar blue (AID 488966); inhibition, % at 100 µM, or IC50 in µM where a hit was titrated; hit rate 0.02% among 340,000; E. coli UTI89 K1F phage lysis, alamar blue, 2 h; higher % means a stronger effect;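 active = phage lysis inhibition, versus mean bacterial control, above a set limit; inconclusive = no clear call, values can overlap the other calls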;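 note: capsule biogenesis inhibitors block K1F phage lysis so surviving cells raise fluorescence; higher fluorescence means more inhibition of phage lysis; actives were called in the ten point dose series up to 300 µM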
Dengue-2 NS5 capping pilot replicate = further read-out of Dengue-2 NS5 capping, marked with its call; inhibition, %; measured here: pilot screen replicate inhibition
Starred values were filed as active, the others as inactive; ? = inconclusive; [ ] = another dose, or the depositor's remark.

SMILES	Dengue-2 NS5 capping	UTI89 phage lysis	others
COC(=O)c1ccccc1S(=O)(=O)N1CCC(C(=O)Nc2ccccc2N2CCOCC2)CC1	0%	0.4%[50 µM]
CCNC1(C(N)=O)CCN(Cc2ccccc2)CC1	-11%	-2.1%
CN(Cc1cc(Cl)cc(Cl)c1O)Cc1c(O)ccc2ccccc12	0%	-5.1%
O=[N+]([O-])c1ccc(C=NNc2ccccc2)cc1	-33%	-0.1%
O=CNC1c2ccccc2CCc2ccccc21	6%	-0.4%
Cc1ccc(NC(=O)Cn2c(=O)ccn(Cc3ccccc3)c2=O)cc1S(=O)(=O)N1CCOCC1	-4%	0.5%
COc1ccc(C(=O)NCC(c2ccccc2)c2ccccc2)cc1S(=O)(=O)N1CCOCC1	-14%	-0.4%[50 µM]
CC(=NNC(=S)SCc1ccccc1)c1ccccn1	-6%	-6.8%
OC(c1ccc2ccccc2n1)c1c(Cl)cccc1Cl (configuration not stated)	0%	-2.3%
CC(C)Cc1ccc(C(C)CC2=CCC(CN(C)C)C2=O)cc1 (configuration not stated)	-14%	-1.1%

Next section, overlapping the part above by five compounds.
SMILES	Dengue-2 NS5 capping	UTI89 phage lysis	others
Cc1ccc(NC(=O)Cn2c(=O)ccn(Cc3ccccc3)c2=O)cc1S(=O)(=O)N1CCOCC1	-4%	0.5%
COc1ccc(C(=O)NCC(c2ccccc2)c2ccccc2)cc1S(=O)(=O)N1CCOCC1	-14%	-0.4%[50 µM]
CC(=NNC(=S)SCc1ccccc1)c1ccccn1	-6%	-6.8%
OC(c1ccc2ccccc2n1)c1c(Cl)cccc1Cl (configuration not stated)	0%	-2.3%
CC(C)Cc1ccc(C(C)CC2=CCC(CN(C)C)C2=O)cc1 (configuration not stated)	-14%	-1.1%
CC(=O)Nc1ccc(Sc2ccc([N+](=O)[O-])o2)cc1	-18%	-7.4%
COc1ccc(Cc2ccccc2C(=O)O)cc1	-7%	-3.8%
CSCCC(NC(=O)c1ccco1)C(=O)N1CCN(c2ccccc2O)CC1 (configuration not stated)	9%	0.6%[50 µM]
O=C1C=C(NCCc2cc(Br)c(O)c(Br)c2)C(=O)c2ncccc21	12µM*	-4.0%
CON=C1C=C(C)C(=O)C(C)=C1C	-10%	-0.3%
CCOc1ccccc1C=NNC(=O)C(=O)NN=Cc1ccccc1OCC	-3%	2.0%
CCN(CC(=O)Nc1ccc2c(c1)OCCO2)C(=O)C(C)Oc1ccc(F)cc1 (configuration not stated)	-5%	1.4%[50 µM]
CSCCC(NS(=O)(=O)c1cccc(C(F)(F)F)c1)C(=O)N1CCN(C(=O)c2ccco2)CC1 (configuration not stated)	-1%	0.6%[50 µM]
Cc1ccc(CN2CC(C(=O)Nc3ccc(C)c(S(=O)(=O)N4CCCCC4)c3)CC2=O)cc1 (configuration not stated)	-11%	-1.0%[50 µM]
CCN(CC)c1ccc(C2NC(=O)c3ccccc3N2)cc1 (configuration not stated)	7%	2.3%
CC1(OC(=O)C2CCCC2)C(=O)C=C2C=C(c3ccc(C#N)cc3)OC=C2C1=O (configuration not stated)	?	1.1%
CC(NC(=O)C(Cc1ccccc1)=NO)c1ccccc1 (configuration not stated)	-10%	-1.7%
OC(c1ccccc1)C(O)C(c1ccccc1)N1CCCCC1 (configuration not stated)	1%	-0.9%
O=C(C=Cc1ccco1)c1ccco1	-6%	1.5%
Nc1nc(N)nc(-c2ccc([N+](=O)[O-])o2)n1	2%	-1.7%
COc1ccc(/C=C2/CSC/C(=C/c3ccc(OC)c(OC)c3)C2=O)cc1OC	1%	-0.5%
O=C(c1ccccc1)N(C(=O)c1ccccc1)N1CCCC1	4%	-2.8%
O=C(NC(Cc1ccc(O)cc1)C(=O)N=Nc1c(O)[nH]c2ccccc12)c1ccccc1 (configuration not stated)	9%	-0.6%
O=[N+]([O-])c1cc2no[n+]([O-])c2cc1N1CCCCC1	6.4µM*	-10%
CC(=O)C1=C(C)N=c2s/c(=C/c3ccc4c(c3)OCO4)c(=O)n2C1c1ccc(N(C)C)cc1 (configuration not stated)	-55%	0.2%
CC(=O)c1ccc2c(c1)CC1(C2)Cc2cc3c(cc2C1)C(=O)CC3 (configuration not stated)	-5%	0.2%
C=C(CN(C)C)C(=O)c1ccc(OC2OC(COC(C)=O)C(OC(C)=O)C(OC(C)=O)C2OC(C)=O)cc1 (configuration not stated)	-11%	-0.8%
CN(C=O)c1ccc(CSc2ccccc2)cc1	-3%	1.9%
CN(C(=O)COC(=O)COc1ccc(N(C)S(=O)(=O)c2ccc(Cl)cc2)cc1)c1ccccc1	-7%	0.5%[50 µM]
COC(=O)c1ccc(Cn2cnc3c(N)ncnc32)cc1	3%	-2.0%
CN1CCC(N(C)C(=O)/C(C#N)=C\c2ccc(OC(F)F)cc2)CC1	4%	-3.0%
CCN(c1ccc2c(c1)OCO2)S(=O)(=O)c1cc2c(cc1Br)CCN2C(=O)C1CC1	3%	2.7%
O=C(CCc1ccccc1)Nc1ccccc1OC(=O)c1ccccc1	-4%	2.2%
Nc1ccc(S(=O)(=O)NN=CC=Cc2ccccc2[N+](=O)[O-])cc1	5%	-1.4%
COc1ccc(-c2nnc(N)s2)cc1OC	-7%	-2.9%
Cn1c(=O)c2c(nc(OC3CCCC3)n2C)n(C)c1=O	-2%	0.9%
CCC12C(=Nc3c(Cl)cccc31)C[C@@H]1CCN3C(=O)CCC[C@H]2[C@H]13 (some centres not stated)	-4%	1.0%
O=C1CC(C(=O)O)NC(=S)N1 (configuration not stated)	0%	-0.9%
CCCS(=O)(=O)Nc1ccc(Nc2c3ccccc3nc3ccccc23)c(OC)c1	4%	1.2%
Nc1ccccc1C(=O)C[C@H](N)C(=O)O	4%	1.8%
CCN(CC(=O)Nc1ccc(NC(C)=O)cc1)C(=O)c1cccc(N2C(=O)c3ccccc3C2=O)c1	-4%	1.0%[50 µM]
CC(=O)Nc1ccc2c(c1)C(=Nc1cccc(C)c1)c1ccccc1-2	4%	-1.6%
O=CNc1c(Br)cc2c(c1Br)Cc1cc(Br)ccc1-2	-4%	2.0%
O=C(O)c1ccc(NS(=O)(=O)Cc2ccc(Cl)c(Cl)c2)cc1	-7%	0.6%
Cc1ccc(C2/C(=C(\O)c3c(C)nc4c(C)cccn34)C(=O)C(=O)N2CCN(C)C)o1 (configuration not stated)	-1%	-2.6%
COc1cc(C(=O)CCc2ccc3c(c2)OCO3)cc(OC)c1OC	3%	-0.9%
O=C(CCC1CCCCC1)Nc1cccc(C(=O)Nc2ccc(C(=O)O)cc2)c1	7%	-0.1%
Nc1ccn(C2OC(COC(=O)C34CC5CC(CC(C5)C3)C4)C(O)C2O)c(=O)n1 (configuration not stated)	3%	0.2%
O=C(Nc1cc(Cl)ccc1Cl)N1CCN(C(=O)Nc2cc(Cl)ccc2Cl)CC1	-1%	-4.6%
Cc1c(NS(=O)(=O)c2cc(C(=O)Nc3ccc(F)cc3Cl)ccc2Cl)c(=O)n(-c2ccccc2)n1C	-6%	0.4%[50 µM]
Cc1ccc(C(=O)N2[C@@H]3CN(C)C(=O)[C@@]2(Cc2ccccc2)[C@H]2C(=O)N(C)C(=O)[C@@H]32)cc1	4%	2.0%
CC(C)C[C@H](NC(=O)OCC1c2ccccc2-c2ccccc21)C(=O)O	-7%	2.4%
CN(C(=O)c1cccc(NC(=O)Cc2cccc(NC(=O)C3CCN(C(=O)CCc4ccccc4)CC3)c2)c1)C1CC1	-2%	0.1%	Dengue-2 NS5 capping pilot replicate=-5.4
Nc1ccccc1C(=O)NC(=O)Nc1ccc(Oc2ncc(Br)cn2)c(Cl)c1	-14%	-0.9%
O=C1NC(=O)C(c2ccccc2)(C2CCCC2)N1 (configuration not stated)	-7%	-4.0%

The listing continues.
SMILES	Dengue-2 NS5 capping	UTI89 phage lysis	others
Cc1c2c(cc3c1[nH]c1ccccc13)C=NCC2	-31%	-4.5%
COc1cccc(C(CCc2cc(OC)c(OC)c(OC)c2)NC(C)=O)c1 (configuration not stated)	-1%	-1.5%
CCC(=NOCc1ccccc1)C(=O)NNS(=O)(=O)c1ccc(C)cc1	-8%	4.0%
O=CN(Cc1nc2ccccc2[nH]1)c1ccc(C(=O)O)cc1	-2%	2.3%
O=[N+]([O-])c1ccc(CS(=O)Cc2ccccc2)cc1 (configuration not stated)	-1%	3.7%
CCCCOc1ccc(SCCCN2CCOCC2)cc1	4%	0.8%
CCN1CCC(CN2CCNC2=S)CC1	1%	0.0%	Dengue-2 NS5 capping pilot replicate=0.3
Cc1cccc(NC(=O)CSCC(=O)Nc2ccc(N3CCOCC3)cc2N2CCOCC2)c1	-10%	0.9%[50 µM]
CC(C)NC(=O)Nc1ccc2c(c1)C(=O)N([C@H](C)CO)C[C@H](C)[C@@H](CN(C)C(=O)NC(C)C)O2	-7%	2.1%
O=C(Nc1ccc2c(c1)C(N1CCOCC1)c1ccccc1-2)C(F)(F)F (configuration not stated)	7%	5.4%

Some of these compounds in order of SMILES length, high to low:
SMILES	Dengue-2 NS5 capping	UTI89 phage lysis	others
CC(C)NC(=O)Nc1ccc2c(c1)C(=O)N([C@H](C)CO)C[C@H](C)[C@@H](CN(C)C(=O)NC(C)C)O2	-7%	2.1%
Cc1cccc(NC(=O)CSCC(=O)Nc2ccc(N3CCOCC3)cc2N2CCOCC2)c1	-10%	0.9%[50 µM]
COc1cccc(C(CCc2cc(OC)c(OC)c(OC)c2)NC(C)=O)c1 (configuration not stated)	-1%	-1.5%
CCCCOc1ccc(SCCCN2CCOCC2)cc1	4%	0.8%
CCN1CCC(CN2CCNC2=S)CC1	1%	0.0%	Dengue-2 NS5 capping pilot replicate=0.3

Further structures follow:
SMILES	Dengue-2 NS5 capping	UTI89 phage lysis	others
CCCc1cc2c(cc1N(C)S(=O)(=O)c1ccccc1)OCO2	-4%	-0.4%
c1ccn(CCc2ccncc2)c1	2%	2.2%
CC1CCC(NC(=O)c2cccn2C)CC1 (configuration not stated)	-1%	1.5%[50 µM]
COc1ccccc1Nc1ccc2c(O)cc(S(=O)(=O)O)cc2c1	60µM*	-2.1%
Cc1ccccc1S(=O)(=O)N1C[C@H]2CON(C)[C@H]2C[C@H]1c1cccc(Br)c1	4%	0.2%
CC1=NN(c2ccccc2C)C(=O)C1	-2%	5.1%
CCN(CC)CCNC(=O)C(Cl)=C1C(Cl)=C(Cl)C(Cl)=C1Cl	6%	1.8%
COc1ccc(S(=O)(=O)N2CCOCC2)cc1NC(=O)c1ccc(S(=O)(=O)N(C)c2ccccc2OC)cc1	-1%	0.6%[50 µM]
CC(=O)N1CCOc2ccc(S(=O)(=O)NC[C@H]3O[C@@H](n4ccc(=O)[nH]c4=O)[C@H](O)[C@@H]3O)cc21	-1%	-0.1%	Dengue-2 NS5 capping pilot replicate=-1.2
CCC12CCC3c4ccc(O)cc4CCC3C1CC(O)C2O (configuration not stated)	2%	1.8%
O=C1CC2(CCCCC2)CC(=O)N1CCc1ccccc1	-8%	-1.6%
COc1ccccc1NS(=O)(=O)c1cc(C(=O)N2CCN(C(=O)c3ccco3)CC2)ccc1F	-4%	-1.3%
O=c1[nH]cnc2c1ncn2-c1ccc(Cl)cc1	9%	-2.4%
CC(C)(C)OC(=O)C(C1NC(C(=O)O)C(C)(C)S1)N1C(=O)c2ccccc2C1=O (configuration not stated)	1%	-0.7%
CC(C)C(NC(=O)C1(NC(=O)OCc2ccccc2)CCCC1)C(=O)O (configuration not stated)	10%	-0.5%
CN(CCc1ccccc1)C(=O)c1ccc(NC(=O)Cc2cccc(NC(=O)C3CCN(C(=O)C4CCCC4)CC3)c2)cc1	3%	0.5%
C=CCCC(=O)N1C[C@H]2CON(C)[C@H]2C[C@H]1c1cccc(Br)c1	-2%	0.2%	Dengue-2 NS5 capping pilot replicate=0.6
Cc1n[nH]c2ccccc2c1=O	0%	-2.0%
C[N+](C)(C)CCC(=O)N1C/C(=C/c2ccccc2)C(=O)/C(=C\c2ccccc2)C1	25%	3.9%
COc1ccc(C(=O)c2ccc(Br)cc2)c(OC)c1OC	7%	2.8%

Brought forward from above: 2 compounds, followed by the next part.
SMILES	Dengue-2 NS5 capping	UTI89 phage lysis	others
C[N+](C)(C)CCC(=O)N1C/C(=C/c2ccccc2)C(=O)/C(=C\c2ccccc2)C1	25%	3.9%
COc1ccc(C(=O)c2ccc(Br)cc2)c(OC)c1OC	7%	2.8%
COc1ccc(N=C2c3ccccc3-c3ccc([N+](=O)[O-])cc32)cc1	15%	-0.9%
O=C1c2[nH]c(=O)[nH]c(=O)c2CN1Cc1ccccc1	9%	0.1%
CS(=O)(=O)N1CCCCC1CCN1CCCCC1 (configuration not stated)	-2%	-0.9%
COc1ccc(CCC(=O)Nc2ccc(N3CCOCC3)c(S(=O)(=O)Nc3ccc(OC)cc3)c2)cc1	6%	0.9%[50 µM]
CCN(CC)S(=O)(=O)c1ccc(N2CC(C(=O)Nc3cccc(C(=O)NC4CC4)c3)CC2=O)cc1 (configuration not stated)	-1%	0.8%[50 µM]

An excerpt from the list above, for reference:
SMILES	Dengue-2 NS5 capping	UTI89 phage lysis	others
C[N+](C)(C)CCC(=O)N1C/C(=C/c2ccccc2)C(=O)/C(=C\c2ccccc2)C1	25%	3.9%
COc1ccc(C(=O)c2ccc(Br)cc2)c(OC)c1OC	7%	2.8%
COc1ccc(N=C2c3ccccc3-c3ccc([N+](=O)[O-])cc32)cc1	15%	-0.9%
O=C1c2[nH]c(=O)[nH]c(=O)c2CN1Cc1ccccc1	9%	0.1%
CS(=O)(=O)N1CCCCC1CCN1CCCCC1 (configuration not stated)	-2%	-0.9%
COc1ccc(CCC(=O)Nc2ccc(N3CCOCC3)c(S(=O)(=O)Nc3ccc(OC)cc3)c2)cc1	6%	0.9%[50 µM]
CCN(CC)S(=O)(=O)c1ccc(N2CC(C(=O)Nc3cccc(C(=O)NC4CC4)c3)CC2=O)cc1 (configuration not stated)	-1%	0.8%[50 µM]

Screens as filed in PubChem.

The list is partial; the hit share may differ from the screen's.
